Source: PubChem
DSG3 Ab inh: human desmoglein-3 autoantibody binding inhibition; P32926; DSG3-coupled beads, scFv-anti-DSG3-GFP binding, flow cytometry; hits give low values; binding (percent of control), % at 10 µM; 310,000 tested, 0.48% active; AID 588358;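 active means binding more than 3 SD below its plate's average and above zero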;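 further: hits lower antibody fragment binding to DSG3; some compounds called inactive have numbers as strong as hits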
Target sequence (P32926 whole entry, looked up, the tested form may be a part): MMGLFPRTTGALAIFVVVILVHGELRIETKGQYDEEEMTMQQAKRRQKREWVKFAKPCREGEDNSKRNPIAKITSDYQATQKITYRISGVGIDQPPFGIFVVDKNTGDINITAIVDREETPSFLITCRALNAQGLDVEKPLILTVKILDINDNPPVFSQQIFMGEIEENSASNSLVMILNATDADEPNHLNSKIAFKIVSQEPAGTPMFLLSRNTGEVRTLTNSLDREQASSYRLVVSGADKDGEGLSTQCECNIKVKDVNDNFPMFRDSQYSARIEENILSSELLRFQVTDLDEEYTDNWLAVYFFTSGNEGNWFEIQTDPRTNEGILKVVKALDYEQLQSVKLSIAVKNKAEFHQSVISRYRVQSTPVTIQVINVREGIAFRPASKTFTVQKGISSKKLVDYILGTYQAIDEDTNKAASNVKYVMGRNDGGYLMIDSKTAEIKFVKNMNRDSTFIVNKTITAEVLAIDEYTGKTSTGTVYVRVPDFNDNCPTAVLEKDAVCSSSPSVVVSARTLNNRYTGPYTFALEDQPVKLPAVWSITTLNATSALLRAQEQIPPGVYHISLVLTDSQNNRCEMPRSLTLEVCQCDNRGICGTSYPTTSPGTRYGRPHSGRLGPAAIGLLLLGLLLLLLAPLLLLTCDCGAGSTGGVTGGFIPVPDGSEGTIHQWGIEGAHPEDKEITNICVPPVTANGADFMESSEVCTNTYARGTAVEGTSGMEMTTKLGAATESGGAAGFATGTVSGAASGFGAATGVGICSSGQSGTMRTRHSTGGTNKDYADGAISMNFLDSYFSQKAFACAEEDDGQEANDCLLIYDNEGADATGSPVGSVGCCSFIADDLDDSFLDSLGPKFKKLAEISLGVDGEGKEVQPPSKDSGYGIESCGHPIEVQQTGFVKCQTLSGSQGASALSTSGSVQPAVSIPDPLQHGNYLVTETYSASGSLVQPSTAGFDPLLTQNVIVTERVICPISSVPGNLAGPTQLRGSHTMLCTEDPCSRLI
SUMO Mot1 rescue: inhibitors of SUMOylation pathway: yeast Mot1-301 growth rescue; S. cerevisiae Mot1-301 growth rescue, ATP luminescence, 38.5C; percent above DMSO median, 100 means doubled; growth rescue, % at 18.8 µM; 320,000 tested, 1% active;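 active means every valid replicate shows activation above 250% relative to neutral control wells; inactive means the rest, any valid replicate at or below 250%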;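 further: OY570 slx delta 5 strain wells were the positive control but not used for scaling; some compounds called inactive have numbers as strong as hits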
Ecoli viability: reduces bacterial viability in AddAB counter-screen | E. coli V3065 growth, OD600 absorbance, 18 h | inhibition, % at 11.9 µM | 330,000 tested, 0.27% active | AID 449728;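 active means inhibition above the campaign's mean inhibition across all tested compounds plus 3 SD, cut at about 9.9% in these data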;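 further: uninfected addAB+ strain grown without phage in ampicillin broth; 0% = DMSO wells and 100% = ciprofloxacin 0.95 µg/ml wells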
AddAB inh: less growth of phage-infected E. coli with AddAB; inhibition, % at 11.9 µM; E. coli expressing H. pylori AddAB, absorbance growth; 330,000 tested, 0.29% active; in the data active means inhibition above about 12%;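 further: 0% = vehicle wells of infected cells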
OPRM1-OPRD1 ag: OPRM1-OPRD1 heterodimerization agonism | cells, luminescence | activation, % at 9.3 µM | 340,000 tested, 0.3% active | P35372+P41143; in the data active means activation above about 18%;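 further: 0% = vehicle-treated cells and 100% = reference agonist; values of inactives mirror those of a sister screen read the other way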
phage Ecoli inh: E. coli growth loss with phage present; growth absorbance; inhibition, % at 11.9 µM; 360,000 tested, 0.26% active; AID 651602; in the data active means inhibition above about 11%
PKA-R1A act: activates the PKA-R1A holoenzyme complex; P00514+P68181; PKA-R1A dissociation, Cy5-IP20 fluorescence polarization; scaled: DMSO 0%, 113 µM cGMP 100%; activation, % at 11.4 µM; 340,000 tested, 0.083% active;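 active means percent activation above the mean of all tested compounds plus 3 SD, cut at about 19% in these data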;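 further: higher means more PKAc released from R1A so a rise in polarization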
Tat transport: E. coli Tat transport inhibition; E. coli MC4100 TorA-mCherry Tat export, fluorescence; inhibition, % at 10 µM; 340,000 tested, 0.036% active;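 active means mean replicate inhibition at least 50% and at least half of replicates individually reaching 50%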;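 further: exported cargo escapes ClpAP degradation while cytoplasmic cargo is degraded and loses fluorescence; 0% = median of neutral control wells and 100% = median of NaSCN control wells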
Arrestin-AP2 inh: human beta-arrestin and AP2 interaction inhibition; FITC-arrestin peptide / GST-AP2 beads, flow cytometry; AP2 beta2 appendage carries R879A mutation; 340,000 tested, 0.31% active; inhibition, % at 10 µM;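 active means inhibition above a set limit, near 3 SD of compounds lacking own fluorescence, cut at about 54% in these data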;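 further: plate controls were DMSO wells for no effect and 5 µM unlabelled arrestin peptide for full effect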
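Material – AP2 appendage R879A on GSH beads · Buffer or medium – PBS with 0.05% Tween 20 and 0.1% BSA · Probe or stimulus – fluorescein-tagged arrestin peptide at 50 nM final · Incubation – compound with beads 12 min RT, then probe 1 h RT · Detection – high-throughput flow cytometry of beads, ex 488, em 535 nm · Evaluation – percent response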
PfHsp90 yeast 2: reduces growth (ATP signal) of yeast expressing P. falciparum Hsp90; inhibition, % at 9.4 µM; S. cerevisiae expressing PfHsp90, BacTiter-Glo ATP, 48 h; yeast lacking PDR1 and PDR3 efflux regulators; 310,000 tested, 0.32% active;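 active means every replicate shows inhibition above about 80%, whatever the replicate mean, limit read from the data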;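 further: 0% = DMSO neutral controls and 100% = 20 µM radicicol positive controls; yeast relying on Plasmodium falciparum Hsp90 in place of its own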
MOR-DOR inv ag: inverse agonists of human mu-delta opioid receptor heterodimerization; P35372+P41143; inhibition, % at 9.3 µM; 340,000 tested, 0.21% active; cell-based MOR-DOR heterodimer luminescence, inverse agonism; in the data active means inhibition above about 22%, passing the limit was not always enough;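 further: 0% = cells with DMSO and 100% = wells without cells with DMSO; values of inactives mirror those of a sister screen read the other way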
The depositor's hits bear a star; · = not tested or not shown.

SMILES | DSG3 Ab inh | SUMO Mot1 rescue | Ecoli viability | AddAB inh | OPRM1-OPRD1 ag | phage Ecoli inh | PKA-R1A act | Tat transport | Arrestin-AP2 inh | PfHsp90 yeast 2 | MOR-DOR inv ag
CC[n+]1ccc(C[n+]2ccccc2)c2ccccc21 | · | -12.9 | -1.7 | -3.2 | -0.1 | 0.6 | -9.1 | 7.1 | -13.9 | 13.0 | 0.8
Cc1ccc(-c2cc(C(=O)NCc3ccc4c(c3)OCO4)[nH]n2)c(O)c1C | 101.7 | -17.2 | 0.4 | 0.2 | 0.6 | 3.3 | -5.8 | 0.1 | -15.4 | 1.5 | -2.7
CCN(c1ccccc1)S(=O)(=O)c1ccc(NCC2COc3ccccc3O2)nc1 (centres undefined) | · | -10.0 | 0.6 | -0.8 | 4.4 | 3.4 | -4.4 | 10.0 | 3.5 | · | -26.1
CC(Oc1ccc(Cl)cc1)c1ccnn1S(=O)(=O)c1ccc(Cl)cc1 (centres undefined) | 107.0 | 88.4 | -0.7 | 5.4 | 2.8 | 3.1 | -1.7 | 3.8 | -3.6 | 1.3 | -15.3
COc1ccc(/C=C/C(=O)OCC(=O)NC2CCCC2)c(OC)c1 | 90.0 | -2.7 | 1.9 | 1.3 | -1.5 | 0.7 | 2.3 | -3.7 | -1.8 | -16.3 | 6.6
CCOC(=O)C1(Cc2ccccc2Cl)CCN(S(C)(=O)=O)CC1 | 97.6 | -14.0 | -0.5 | -0.3 | -2.5 | 2.9 | -5.1 | -1.8 | -11.9 | -9.4 | 12.9
Clc1ccc(Cc2noc(Cc3ccccc3)n2)cc1Cl | 96.4 | 21.6 | 0.5 | 2.2 | 6.7 | 3.9 | 9.6 | 10.9 | -5.9 | 0.8 | -34.3
COCCCn1c(-c2cccc(Cl)c2)nc2c1c(=O)[nH]c(=O)n2Cc1ccccc1 | 110.9 | 8.2 | -2.0 | -0.8 | 3.2 | -0.3 | -8.9 | 0.0 | -8.7 | -1.7 | -16.7
COc1ccc(N2CCn3c2nc2c3c(=O)n(CCCc3ccccc3)c(=O)n2C)c(OC)c1 | 97.1 | 71.5 | -2.2 | 0.0 | · | 1.3 | 2.9 | -1.2 | 38.0 | -10.6 | ·
Cc1onc(-c2ccccc2Cl)c1C(=O)Nc1cccc2nsnc12 | 89.4 | -11.5 | -5.2 | 1.0 | 6.2 | 2.8 | -4.6 | -8.3 | 23.5 | 0.8 | -33.7
O=C(CCS(=O)(=O)Cc1ccc(Cl)cc1)NCCCN1CCOCC1 | 96.0 | 5.6 | 1.5 | -0.1 | -1.4 | 4.8 | 7.1 | -0.2 | 6.4 | -2.7 | 7.9
COC(=O)c1ccc(OC(=O)/C=C/c2ccco2)cc1 | 102.8 | -8.3 | -3.5 | 2.5 | 0.4 | 0.1 | -9.3 | -0.5 | 0.2 | 3.5 | -2.3
O=C(NCc1ccccn1)c1cc2ccccc2oc1=O | 93.3 | 4.8 | -0.2 | -1.4 | -2.1 | 1.1 | -0.9 | 8.2 | -3.5 | -10.4 | 11.2
CC(=O)Nc1cc(NC(=O)C2C3C=CC(C3)C2C(=O)O)ccc1Cl (centres undefined) | 106.8 | 63.1 | 0.6 | 2.5 | -1.4 | 0.8 | -5.9 | 1.1 | -5.0 | 19.7 | 7.9
COc1cccc(CNC(=O)Cc2c(C(=O)O)[nH]c3ccccc23)c1 | 99.2 | -17.9 | 1.5 | -0.1 | 2.1 | 1.1 | 0.7 | -3.9 | -4.2 | -35.6 | -13.1
CC1(C)Cc2nc3sc(C(=O)NCCCO)c(N)c3cc2CS1 | 98.0 | -5.6 | 1.6 | 0.8 | -3.2 | 5.0 | -10.6 | -7.8 | 8.2 | -2.4 | 14.7
COc1ccc(C(=O)NCCN2C(=O)S/C(=C\c3cccnc3)C2=O)cc1[N+](=O)[O-] | 102.3 | -12.5 | 1.4 | -0.8 | -1.6 | -0.2 | 3.4 | 3.9 | -1.8 | -17.9 | 8.0
N/C(=N\OC(=O)c1cccs1)c1cccc([N+](=O)[O-])c1 | 108.7 | 10.5 | 0.1 | 4.4 | 5.6 | 2.8 | -0.8 | -1.1 | 2.6 | -3.7 | -26.3
COc1cc2cc(CN(CCCN3CCOCC3)Cc3nnnn3Cc3ccccc3)c(=O)[nH]c2cc1OC | 126.1 | 61.3 | -0.2 | -0.3 | 0.2 | -0.3 | -2.7 | -1.2 | 14.4 | · | -0.9
C=CCNC(=S)NNC(=O)c1ccc(OCCC)cc1 | 101.6 | 7.1 | 0.0 | -1.6 | -1.7 | 1.1 | 3.4 | -5.0 | -3.2 | 3.2 | 9.5
COc1ccc(-c2noc(CCCC(=O)Nc3cccnc3)n2)cc1OC | 110.6 | 2.5 | -2.0 | 0.9 | -2.3 | 2.1 | 15.4 | 10.0 | -4.5 | 1.8 | 11.4
CCN1CCN(C(=O)C2(NC(=O)Nc3cccc(F)c3)CCCCC2)CC1 | 103.2 | -1.6 | 0.6 | 2.5 | -2.6 | 1.2 | 7.8 | -5.4 | 2.3 | 19.2 | 14.8
COc1ccccc1C1NC(=O)NC(C)=C1C(=O)OC1CCCC(C)C1 (centres undefined) | 113.2 | 10.2 | 0.9 | 1.3 | 11.5 | 3.2 | -1.9 | 3.0 | 26.6 | -19.1 | -55.6
CC(=O)OCC1OC(Nc2cccc(C)c2)C(OC(C)=O)C(OC(C)=O)C1OC(C)=O (centres undefined) | 96.3 | 4.3 | 0.1 | 2.1 | -0.8 | 2.3 | -7.5 | -4.1 | -5.7 | 24.2 | 5.2
C/C(=N/NC(=O)c1ccc(O)cc1)c1cccc([N+](=O)[O-])c1 | 103.1 | -6.2 | 2.6 | 3.5 | -0.3 | 2.2 | 2.4 | -13.9 | -6.1 | 9.6 | 2.1

Limited to PfHsp90 yeast 2, PKA-R1A act and Tat transport, for some of the entries so far:
SMILES | PfHsp90 yeast 2 | PKA-R1A act | Tat transport
O=C(NCc1ccccn1)c1cc2ccccc2oc1=O | -10.4 | -0.9 | 8.2
COc1cccc(CNC(=O)Cc2c(C(=O)O)[nH]c3ccccc23)c1 | -35.6 | 0.7 | -3.9

Following part.
SMILES | DSG3 Ab inh | SUMO Mot1 rescue | Ecoli viability | AddAB inh | OPRM1-OPRD1 ag | phage Ecoli inh | PKA-R1A act | Tat transport | Arrestin-AP2 inh | PfHsp90 yeast 2 | MOR-DOR inv ag
CC(C)c1nc2oc3c(NCc4cccnc4)ncnc3c2c2c1CCC2 | 94.5 | -9.7 | -0.1 | 1.4 | 1.1 | 1.9 | -4.9 | -4.3 | 14.5 | -10.1 | -6.2
CC1CCCN(CCCNC(=O)C2CC(=O)N(c3ccc(F)c(Cl)c3)C2)C1 (centres undefined) | 119.5 | -31.1 | 2.9 | 1.8 | -3.4 | 0.5 | -8.6 | 2.1 | 26.6 | 11.0 | 19.3
Cc1cc(C)n(-c2nc(C)nc(NCc3ccccc3)n2)n1 | 94.8 | 1.3 | -2.4 | -1.2 | -2.3 | -0.6 | -4.0 | -5.9 | 34.9 | 12.0 | 11.7
COC(=O)C1C(=O)CC(C)(O)C(C(=O)OC)C1c1ccccc1F (centres undefined) | · | -3.8 | -3.2 | 1.0 | -1.7 | 2.1 | -5.3 | 1.4 | 7.1 | -1.0 | 8.9
COC(=O)C1(C)NC(c2ccc(O)cc2)C2C(=O)N(c3ccc4c(c3)OCCO4)C(=O)C21 (centres undefined) | · | 69.3 | 3.2 | 1.7 | -0.6 | -0.3 | 1.5 | 2.9 | -3.8 | -25.7 | 3.9
C=CCNC(=O)COc1cc(C)cc(C)c1C | 101.1 | 177.7 | -0.5 | 1.8 | -0.3 | 0.6 | -1.7 | -7.4 | 19.9 | 9.6 | 1.4
CC(C)c1nnc(NC(=O)CCC(=O)N2CCN(C3c4ccccc4-c4ccccc43)CC2)s1 | 107.1 | -17.2 | -1.9 | -0.1 | -0.4 | 2.8 | -10.4 | -1.7 | -7.9 | 0.6 | 2.3
Cc1ccc(S(=O)(=O)Cn2nnnc2CN2CCN(Cc3ccc4c(c3)OCO4)CC2)cc1 | 105.9 | 5.4 | -0.6 | 2.0 | 0.1 | 0.3 | -6.9 | 2.8 | 1.8 | 8.3 | -0.6
O=C(NNS(=O)(=O)c1ccc(F)cc1)c1cc2ccccc2cc1O | 111.0 | -13.2 | 0.6 | 1.7 | -0.1 | 4.2 | 0.1 | 10.8 | -3.4 | -11.7 | 0.8
COc1ccc(C2=CC(c3ccco3)n3ncnc3N2)cc1 (centres undefined) | 88.2 | · | · | · | -3.5 | · | 0.6 | -0.9 | 45.9 | 2.1 | 17.9
Cc1c(/C=N/O)c2ccccn2c1C(=O)c1ccc(F)cc1 | 106.1 | 10.1 | 1.2 | 1.5 | -2.1 | -0.1 | -1.0 | -5.6 | 3.2 | 33.1 | 10.0
Cc1ccc(NS(=O)(=O)c2cccc(C(=O)NCCCn3ccnc3)c2)cc1 | 102.0 | -6.8 | -1.4 | -0.2 | -1.6 | 1.8 | 2.4 | -7.0 | -10.0 | 1.1 | 8.3
COc1ccccc1OCC(=O)Nc1c2c(nn1-c1ccccc1)CS(=O)(=O)C2 | 115.9 | 1.2 | 1.4 | 0.8 | -1.7 | 1.7 | 6.8 | 0.4 | 27.0 | -6.1 | 9.3
COC(=O)c1ccccc1S(=O)(=O)N1CCC(c2nc3ccccc3o2)CC1 | 104.1 | -3.4 | -2.3 | 0.7 | -2.5 | 2.7 | 2.6 | -6.4 | -8.8 | -4.9 | 13.0
O=C(NC12CC3CC(CC(C3)C1)C2)N1CCC(O)(c2ccc3c(c2)OCO3)CC1 | 99.4 | 327.4 | 1.1 | 2.7 | 0.3 | 2.2 | -5.0 | -2.2 | 13.4 | -21.7 | -2.1
c1ccc(CCc2nc(-c3ccccn3)no2)cc1 | 84.0 | 4.4 | 1.8 | 0.5 | 1.7 | -1.6 | 2.1 | 5.3 | 1.9 | -6.2 | -10.7
O=C1c2cccnc2C(Nc2ccc(Cl)cc2)N1Cc1cccs1 (centres undefined) | 85.9 | -3.2 | -1.1 | 2.1 | -1.2 | 3.2 | 6.4 | -4.9 | 1.6 | -20.7 | 7.9
CCOc1ccccc1CNS(=O)(=O)c1cc(-c2cc(C)no2)ccc1C | 100.7 | 118.6 | -0.1 | -0.8 | -0.9 | -0.5 | -2.8 | 5.2 | -9.0 | 3.6 | 4.9
COc1nccnc1NS(=O)(=O)c1ccc(NS(=O)(=O)c2ccc(NC(C)=O)cc2)cc1 | 98.9 | -6.3 | 0.4 | 3.0 | -1.2 | 2.8 | 2.4 | 1.9 | 2.8 | -2.2 | 6.7
O=C(Cn1c(-c2ccccc2)noc1=O)NCc1ccccc1 | 99.7 | 16.5 | -1.7 | 0.2 | -1.5 | 1.4 | 2.7 | -0.6 | -8.0 | 19.6 | 7.5
